Compound activity from PubChem BioAssay.
Bim-Mcl-1: inhibitors of Bim peptide binding to Mcl-1, primary screen, biochemical, bead-based flow cytometry, multiplex. 0.1% of 190,000 active. AID 1009, 2008. Bim peptide-Mcl-1 binding. inhibition, % at 10 µM;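 note: 0% = no compound tracer wells and 100% = peptide blocker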
Target sequence (Q07820 whole entry, looked up): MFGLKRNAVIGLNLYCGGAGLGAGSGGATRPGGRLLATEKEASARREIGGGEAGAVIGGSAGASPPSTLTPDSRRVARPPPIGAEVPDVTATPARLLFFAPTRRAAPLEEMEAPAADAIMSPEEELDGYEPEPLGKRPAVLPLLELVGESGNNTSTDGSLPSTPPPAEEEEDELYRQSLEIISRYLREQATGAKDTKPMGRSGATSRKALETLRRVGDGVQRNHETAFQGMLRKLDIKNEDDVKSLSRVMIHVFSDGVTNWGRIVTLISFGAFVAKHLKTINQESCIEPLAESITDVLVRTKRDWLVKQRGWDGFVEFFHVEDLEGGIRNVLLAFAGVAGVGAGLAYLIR
Bcl-XL Bim block: inhibitors of Bim-Bcl-XL binding, primary screen, biochemical, multiplexed, bead flow cytometry, human Bcl-XL. 0.04% of 190,000 active. inhibition, % at 10 µM. Bim peptide-Bcl-XL binding, fluorescence. Bcl-2-like protein 1 (Homo sapiens), Q07817
Target sequence (Q07817 whole entry, looked up): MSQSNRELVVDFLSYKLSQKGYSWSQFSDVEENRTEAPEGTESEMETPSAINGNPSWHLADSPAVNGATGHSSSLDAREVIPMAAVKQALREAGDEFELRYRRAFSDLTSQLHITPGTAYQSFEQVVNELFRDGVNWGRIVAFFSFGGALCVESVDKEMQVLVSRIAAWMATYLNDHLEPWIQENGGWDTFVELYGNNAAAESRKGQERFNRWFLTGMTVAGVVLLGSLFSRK
Bim-Bcl-B: inhibitors of Bim-Bcl-B binding, primary screen, biochemical, multiplexed, human Bcl-2 family; Bcl-2-like protein 10 (Homo sapiens), Q9HD36; bead-based flow cytometry, Bim peptide-Bcl-B binding; inhibition, % at 10 µM; 0.073% of 190,000 active; AID 951, 2007;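 note: 0% = tracer peptide without compound and 100% = reference inhibitor peptide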
Bcl-W Bim block: inhibitors of Bim binding to Bcl-W, primary screen, biochemical, multiplexed, bead-based flow cytometry; Bcl-2-like protein 2 (Homo sapiens), Q92843; Bim peptide-Bcl-W binding; inhibition, % at 10 µM; 0.02% of 190,000 active; AID 952, 2007;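 note: 0% = bound tracer without compound and 100% = peptide blocker; higher means less fluorescent Bim peptide bound to Bcl-W beads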
Target sequence (Q92843 whole entry, looked up): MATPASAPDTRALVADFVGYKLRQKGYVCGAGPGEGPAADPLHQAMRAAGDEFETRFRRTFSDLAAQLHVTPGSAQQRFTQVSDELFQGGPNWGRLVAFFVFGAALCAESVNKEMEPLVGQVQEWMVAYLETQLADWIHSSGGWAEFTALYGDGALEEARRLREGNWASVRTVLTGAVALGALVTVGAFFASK
RGS4-Gao reg: modulators of RGS4 binding to Galphao, primary screen, biochemical, multiplexed bead flow cytometry | Guanine nucleotide-binding protein G(o) subunit alpha (Homo sapiens), P09471 | actives lie on both sides | binding response (% of control), % at 10 µM | 0.33% of 220,000 active | AID 1415, 2008; in the data active = binding response below about 49% or above about 150%; inactive = in between;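 note: fluorescent Galphao activated with aluminum fluoride binding bead-coupled RGS4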
RGS8-Gao: RGS8-Galphao binding modulators, primary screen, biochemical, multiplexed bead flow cytometry; Guanine nucleotide-binding protein G(o) subunit alpha (Homo sapiens), P09471; actives lie on both sides; response (percent of control binding), % at 10 µM; 0.34% of 220,000 active; in the data active = response below about 60% or above about 140%; inactive = in between;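 note: Galphao activated as the GDP aluminium fluoride complex binding bead-coupled RGS8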
Bim-Bfl-1: inhibitors of Bim binding to Bfl-1, primary screen, biochemical, multiplexed, bead-based flow cytometry; Bcl-2-related protein A1 (Homo sapiens), Q16548; Bim-Bfl-1 binding inhibition; inhibition, % at 10 µM; 0.12% of 190,000 active; AID 1008, 2008;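 note: 0% = wells without compound plus tracer and 100% = blocker peptide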
Mcl1-Bid inh: Mcl-1/Bid binding inhibitors, primary screen, biochemical, TR-FRET, 1536-well; Induced myeloid leukemia cell differentiation protein Mcl-1 (Homo sapiens), Q07820; TR-FRET Mcl-1/Bid-Dy647 peptide binding; inhibition, % at 21.7 µM; 0.97% of 220,000 active; AID 1021, 2008;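 active = compounds that cut the binding signal by more than half at the single screening dose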;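 note: His-tagged Mcl-1 with europium anti-His antibody binding Bid BH3 peptide; 0% = Mcl-1 plus peptide wells and 100% = peptide-only wells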
RGS7-Gao: RGS7-Galphao binding modulators, primary screen, biochemical, multiplexed bead flow cytometry | actives lie on both sides | binding response (% of control), % at 10 µM | 0.35% of 220,000 active | AID 1439, 2008; in the data active = binding response below about 49% or above about 150%; inconclusive = no clear call, values can overlap the other calls; inactive = in between;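 note: fluorescent Galphao held in activated GDP-AlF4 state binding bead-coupled RGS7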
Bcl-2 Bim block: inhibitors of Bim-Bcl-2 binding, primary screen, biochemical, multiplexed, human Bcl-2 family | Apoptosis regulator Bcl-2 (Homo sapiens), P10415 | Bead-based flow cytometry, Bim peptide-Bcl-2 binding | inhibition, % at 10 µM | 0.06% of 190,000 active | AID 950, 2007; in the data active = inhibition above about 40%; inconclusive = no clear call, values can overlap the other calls;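 note: 0% = no compound wells with probe peptide and 100% = reference peptide inhibitor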
Target sequence (P10415 whole entry, looked up): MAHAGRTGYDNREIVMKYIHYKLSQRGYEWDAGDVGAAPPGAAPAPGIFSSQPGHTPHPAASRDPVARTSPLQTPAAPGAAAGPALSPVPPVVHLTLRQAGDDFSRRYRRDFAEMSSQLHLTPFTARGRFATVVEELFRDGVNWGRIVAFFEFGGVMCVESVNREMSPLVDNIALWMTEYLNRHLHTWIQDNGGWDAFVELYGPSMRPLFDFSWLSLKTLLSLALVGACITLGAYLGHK
Mcl1-Noxa inh: Mcl-1/Noxa binding inhibitors, primary screen, biochemical, TR-FRET, 1536-well; inhibition, % at 21.7 µM; Induced myeloid leukemia cell differentiation protein Mcl-1 (Homo sapiens), Q07820; 1.5% of 220,000 active; AID 1022, 2008; TR-FRET Mcl-1/Noxa peptide binding, 2 h;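 active = compounds that cut the protein-peptide binding signal by more than 50% relative to plate controls in a single-dose test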;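 note: His-tagged Mcl-1 with rhodamine Noxa BH3 peptide and terbium anti-His antibody; 0% = Mcl-1 plus Noxa peptide wells and 100% = peptide-only wells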
* = called active by the depositor; ? = inconclusive; · = not tested or not shown. Cut-off read from the data, not from the text of the source, unless noted: active = inhibition above about 40%.

[1] COc1cccc(-c2[nH]nc3c2C(c2ccc(C)o2)C(C#N)=C(N)O3)c1 (configuration not stated)
[2] Cc1[nH]c2ccccc2c1-c1nc(-c2ccc(Cl)cc2)nnc1-c1ccccc1
[3] Cc1nnc(SCC(=O)NC(C)(C)C)n1CCc1ccccc1
[4] CC(NC(N)=O)C12CC3CC(CC(C3)C1)C2 (configuration not stated)
[5] Cc1ccc(-c2nnc(-c3cccc(NC(=O)c4cccs4)c3)o2)cc1
[6] CC(C)C[C@H](NC(=O)c1[nH]cnc1C(=O)Nc1ccccc1)C(=O)OC(C)(C)C
[7] COC(=O)CSc1nc(C)c(C)c(C)c1C(N)=O
[8] COc1ccc(S(=O)(=O)N2CCCCC2)cc1Br
[9] O=C(CN(C1CCCCC1)S(=O)(=O)c1ccc(Br)cc1)NCc1cccnc1
[10] CC(C)Oc1ccc(N2CC(C(=O)Nc3ccc4c(c3)OCO4)CC2=O)cc1 (configuration not stated)
assay / entry,1,2,3,4,5,6,7,8,9,10
Bim-Mcl-1,0,-1,-6,-2,7,·,0,-5,-3,-10
Bcl-XL Bim block,-3,-2,-10,-11,7,·,1,-7,-1,-13
Bim-Bcl-B,0,2,-9,-5,2,·,-1,-10,-2,-51
Bcl-W Bim block,-2,0,-4,-2,9,·,0,-2,0,-8
RGS4-Gao reg,102,100,99,100,105,98,99,100,102,103
RGS8-Gao,96,100,95,101,103,103,106,104,101,107
Bim-Bfl-1,-2,4,3,-17,-7,·,-5,-18,-3,-13
Mcl1-Bid inh,-80,-2,-12,-8,2,-16,70*,12,-25,-8
RGS7-Gao,101,100,102,104,100,?,91,100,101,103
Bcl-2 Bim block,0,3,1,-6,-2,·,-1,-9,-3,-5
Mcl1-Noxa inh,32,-2,-3,-14,1,-10,25,-2,5,15

[11] Cc1cc(C(F)(F)F)nc2c(Cl)c(C(C)(C)C)nn12
[12] O=C(Nc1ccc(F)cc1F)N1CCCCC1c1cccnc1 (configuration not stated)
[13] N=c1sccn1CC(=O)N1CCc2ccccc21
[14] NC(=O)SCC(=O)Nc1ccc(Cl)c(Cl)c1
[15] Cc1ccnc(NC(=O)C2COc3ccccc3O2)c1 (configuration not stated)
[16] O=C(O)C1CCCCC1C(=O)Nc1ccc(Cl)cc1 (configuration not stated)
[17] CN(CC(=O)N1CCN(c2ccccn2)CC1)S(=O)(=O)c1ccccc1
[18] O=C1CC(O)(C(F)(F)F)Oc2c1ccc1ccccc21 (configuration not stated)
[19] N#CCCN(C(=O)COC(=O)c1ccc(CNS(=O)(=O)c2ccc(F)c(Cl)c2)cc1)c1ccc(F)cc1
[20] COc1ccc(C(=O)C2CCCN(S(=O)(=O)C(C)C)C2)c(C)c1 (configuration not stated)
assay / entry,11,12,13,14,15,16,17,18,19,20
Bim-Mcl-1,·,0,1,1,2,0,-2,-4,0,-1
Bcl-XL Bim block,·,-5,-4,-1,0,-2,-1,-1,0,0
Bim-Bcl-B,·,-6,-6,2,-2,-5,0,-4,4,0
Bcl-W Bim block,·,-2,7,-1,0,-1,-1,0,1,0
RGS4-Gao reg,105,104,96,103,101,99,104,95,97,99
RGS8-Gao,105,104,103,103,115,100,100,103,101,105
Bim-Bfl-1,·,-16,-5,0,0,-12,-2,1,4,-5
Mcl1-Bid inh,-3,-4,-31,-115,13,-1,2,3,-7,-5
RGS7-Gao,?,102,101,99,99,98,106,93,99,99
Bcl-2 Bim block,·,-9,-5,-3,0,-7,0,-2,5,-2
Mcl1-Noxa inh,-2,-8,17,-57,-3,4,8,13,-2,-24

[21] O=C1CCCC2=C1C(c1ccsc1)CC(=O)N2c1ccccc1 (configuration not stated)
[22] O=C(O)COCC(=O)N1CCN(C2c3ccccc3-c3ccccc32)CC1
[23] CCC(C)NCCOCCSc1ccc(Cl)cc1 (configuration not stated)
[24] CC1=CC(C)C2C(=O)N(O)C(=O)C2C1 (configuration not stated)
[25] CS(=O)(=O)N(CC(=O)NC1CCCCCC1)Cc1ccc(Cl)cc1
[26] CCC(CC)c1nnc(NC(=O)c2ccco2)s1
[27] COc1ccccc1N1CCN(/N=C/c2cccc(OC)c2OC)CC1
[28] O=C1C2C3C=CC(C3=C(c3ccccc3)c3ccccc3)C2C(=O)N1Cc1ccccc1 (configuration not stated)
[29] COc1ccc(CCNc2c([N+](=O)[O-])c(=O)oc3ccccc23)cc1OC
[30] CCc1sc(C(=O)NCc2ccccc2)cc1C
assay / entry,21,22,23,24,25,26,27,28,29,30
Bim-Mcl-1,-4,·,-5,0,-3,0,4,0,-8,-2
Bcl-XL Bim block,2,·,0,-2,-5,-1,-2,-5,-3,-2
Bim-Bcl-B,-6,·,-7,-3,-3,-21,-3,-4,-4,0
Bcl-W Bim block,0,·,-1,-2,-2,1,0,3,-5,-2
RGS4-Gao reg,97,106,104,97,100,98,102,99,98,104
RGS8-Gao,100,101,103,99,99,103,102,98,100,100
Bim-Bfl-1,-11,·,0,-2,-1,4,-1,-22,-2,3
Mcl1-Bid inh,-20,-4,52*,-43,-12,-22,-31,20,-10,-12
RGS7-Gao,96,?,103,94,99,102,?,102,99,102
Bcl-2 Bim block,-6,·,0,-2,-3,-1,0,-3,-6,0
Mcl1-Noxa inh,11,19,4,-6,-14,11,11,64*,-10,-2

[31] Cc1ccc(C2/C(=C(\O)c3ccc4c(c3)OCCO4)C(=O)C(=O)N2CCCN(C)C)o1 (configuration not stated)
[32] CCc1cc2c(=O)n(Cc3ccco3)c(SCC(=O)N(C)C3CCS(=O)(=O)C3)nc2s1 (configuration not stated)
[33] O=C(Nc1ccc(Cl)cc1Cl)NC1CCCC1
[34] Cc1ccccc1CS(=O)(=O)c1cn(CC(=O)N2CCC(C)CC2)c2ccccc12
[35] COc1ccc(Cl)cc1C(=O)NCC(C)C
[36] COC(=O)N/N=C/c1ccc(-c2cccc(Cl)c2)o1
[37] COc1ccccc1N1CC(C(=O)Nc2ccc(S(=O)(=O)N3CCOCC3)cc2)CC1=O (configuration not stated)
[38] CCCc1nc2c(=O)n(C)c(=O)[nH]c2n1C
[39] CCN1CCCC1CNC(=O)c1cc2c(C)nc3ccccc3c2o1 (configuration not stated)
[40] O=C(c1ccco1)N1CCN(C(c2ccc(Cl)cc2)c2nnnn2CC2CCCO2)CC1 (configuration not stated)
assay / entry,31,32,33,34,35,36,37,38,39,40
Bim-Mcl-1,0,0,0,-6,-2,-2,-2,-3,3,-6
Bcl-XL Bim block,-5,-5,-2,-5,-7,-2,-1,-4,0,-7
Bim-Bcl-B,-5,-5,-1,-10,-8,-6,-6,-10,4,-10
Bcl-W Bim block,0,0,3,-5,-1,-3,-2,0,1,-4
RGS4-Gao reg,91,98,106,100,96,97,104,98,99,101
RGS8-Gao,93,99,106,102,98,96,101,101,99,99
Bim-Bfl-1,-10,-7,-4,-14,-15,-15,0,-17,0,-10
Mcl1-Bid inh,3,-35,-12,-2,-34,-3,-21,-14,·,55*
RGS7-Gao,85,?,109,98,99,94,103,102,95,98
Bcl-2 Bim block,-8,-4,0,-8,-13,-9,-5,-12,0,-8
Mcl1-Noxa inh,15,19,4,3,-19,16,5,-8,·,15

[41] CCn1c(=S)[nH]c2cc(C(=O)OC)ccc2c1=O
[42] COc1cccc(CNC(=O)CCS(=O)(=O)c2cccc3nonc23)c1
[43] CN(C)CCCNC(=O)/C=C/c1ccc2c(c1)OCO2
[44] CCOC(=O)C1=C(N)Oc2c(oc(CO)cc2=O)C1c1ccc(F)cc1 (configuration not stated)
[45] CC(C)CNC(=S)N1CCC(c2nc(-c3ccc(F)cc3)no2)CC1
[46] Cc1ccc(C(=O)CC2(O)C(=O)N(Cc3ccc4c(c3)OCO4)c3ccccc32)cc1 (configuration not stated)
[47] COC(=O)c1[nH]c2cccc(OC)c2c1NC(=O)CCN1CCN(c2ccccc2OC)CC1
[48] Cc1ccc(Cl)c(OCC(=O)Nc2ccc3c(c2)OCCO3)c1
[49] Fc1ccccc1Cc1nnc2n1N=C(c1ccc(Cl)cc1)CS2
[50] Nc1oc2ccccc2c(=O)c1C=O
assay / entry,41,42,43,44,45,46,47,48,49,50
Bim-Mcl-1,0,-1,-4,18,-2,-3,5,-1,1,-2
Bcl-XL Bim block,-4,-5,-5,-2,-3,-6,-5,0,1,-5
Bim-Bcl-B,-10,-4,-4,7,-6,-14,-2,3,-6,-6
Bcl-W Bim block,0,0,-2,1,-5,-1,1,-2,0,-4
RGS4-Gao reg,91,100,96,114,97,100,96,99,104,103
RGS8-Gao,93,101,98,110,99,102,97,103,105,103
Bim-Bfl-1,-9,-13,-4,4,-6,-15,-12,2,-12,-3
Mcl1-Bid inh,-22,0,-17,-5,-52,-24,-29,11,-34,-6
RGS7-Gao,89,103,96,111,97,101,96,99,103,102
Bcl-2 Bim block,-7,-11,-1,4,-1,-11,0,7,-5,-3
Mcl1-Noxa inh,30,-4,19,-5,-7,15,-6,-5,18,8

[51] O=C(Cc1cccs1)Nc1cccc(-c2nc3ccccc3[nH]2)c1
[52] Cc1sc(NC(=O)/C=C/c2ccc3c(c2)OCO3)nc1-c1ccccc1
[53] Cc1cc(C)nc(SCC(=O)Nc2ncc3c(n2)CC(C)(C)CC3=O)n1
[54] Brc1cccc(CNc2nc3ccccc3n2CCN2CCCCC2)c1
[55] O=C(c1ccccc1)c1nn(-c2ccccc2)c2nnc(Cc3ccccc3)c(=O)n12
[56] CCC(=O)N1CCc2cc(S(=O)(=O)NC(Cc3ccccc3)C(=O)NC3CCCC3)ccc21 (configuration not stated)
assay / entry,51,52,53,54,55,56
Bim-Mcl-1,2,-4,2,·,0,-5
Bcl-XL Bim block,-1,-8,0,·,2,-7
Bim-Bcl-B,-4,-9,0,·,-8,-7
Bcl-W Bim block,-2,-8,-4,·,6,-6
RGS4-Gao reg,104,101,98,103,91,100
RGS8-Gao,98,101,100,109,91,104
Bim-Bfl-1,-15,-5,0,·,2,-15
Mcl1-Bid inh,-13,-24,-16,-21,-4,-27
RGS7-Gao,103,103,96,?,93,100
Bcl-2 Bim block,-8,-6,0,·,2,-5
Mcl1-Noxa inh,-1,-11,-2,37,-11,11

Two of these compounds, set out differently:
Each structure is followed by: Bim-Mcl-1 | Bcl-XL Bim block | Bim-Bcl-B | Bcl-W Bim block | RGS4-Gao reg | RGS8-Gao | Bim-Bfl-1 | Mcl1-Bid inh | RGS7-Gao | Bcl-2 Bim block | Mcl1-Noxa inh
(52) Cc1sc(NC(=O)/C=C/c2ccc3c(c2)OCO3)nc1-c1ccccc1
  -4 | -8 | -9 | -8 | 101 | 101 | -5 | -24 | 103 | -6 | -11
(53) Cc1cc(C)nc(SCC(=O)Nc2ncc3c(n2)CC(C)(C)CC3=O)n1
  2 | 0 | 0 | -4 | 98 | 100 | 0 | -16 | 96 | 0 | -2
